SNCA viab count – counter-screen for SNCA expression inhibitors: cell viability | HEK-293-SNCA-luc viability, GF-AFC fluorescence, 24 h | Potency, µM (doses to about 57.1 µM), for the others: at the highest dose activity change, negative = cytotoxicity, usual class: cytotoxic | 150,000 compounds, 0.12% hits;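 further: potency means the concentration at half of the fitted maximal effect; 0% = DMSO-treated cells and -100% = medium-only wells without cells; nearly all actives have a fitted effect of over 30% in size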
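HEK-293-SNCA-luc cells (1500/well) plated 24 h, then exposed 24 h to a dilution series; GF-AFC added 30 min at 37C, fluorescence 405/540 nm; normalised to medium-only and DMSO wells, Hill fit.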
GPT2 inh – inhibitors of human GPT2 alanine aminotransferase; Recombinant GPT2, coupled pyruvate oxidase/HRP Amplex Red fluorescence; Potency, µM (doses to about 57.7 µM), inactives show at the top dose activity change, negative = inhibition, usual class: inhibitors; AID 1671188; Q8TD30; 100,000 compounds, 0.25% hits; further: potency means the concentration at half of the fitted maximal effect; nearly all actives have a fitted effect of over 60% in size; many of its hits are not listed in these tables
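Fluorescence of coupled pyruvate oxidase/HRP/Amplex Red system (50uM Amplex, 30 min, dark) reports pyruvate formed by GPT2. Enzyme reaction: 10ng/uL GPT2, 2mM L-alanine, 250uM a-KG, 30 min room temperature, pH 7.5; 50uM AOA control.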
NIH3T3 tox – kills NIH 3T3 cells. 94,000 compounds, 4.3% hits. Potency, µM (series often up to 96.7 µM), inactives show at the top dose activity change, negative = cytotoxicity, hits mostly inhibitors. NIH 3T3 viability, CellTiter-Glo ATP luminescence, 48-72 h; further: potency means the concentration at half of the fitted maximal effect; nearly all actives have a fitted effect of over 55% in size
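Cells were seeded at 400 per well, treated with pin-transferred compound, and kept 48 or 72 hr at 37 °C before CellTiter-Glo addition and luminescence imaging of cellular ATP.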
SNCA expr inhib – SNCA gene expression inhibition | HEK-293 SNCA-luciferase knock-in, luminescence, 24 h | Potency, µM (highest dose often 57.2 µM), for the others: at the highest dose activity change, negative = inhibition, hits mostly inhibitors | 140,000 compounds, 0.17% hits | AID 1671194;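 further: potency means the concentration at half of the fitted maximal effect; plate controls were DMSO cells for no effect and cell-free wells for full effect; nearly all actives have a fitted effect of over 45% in size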
IP6K1 inh – blocks human inositol hexakisphosphate kinase 1; Q92551; IP6K1 kinase, ADP-Glo luminescence, 2 h; hits give low values; activity change, % (series mostly up to about 58 µM); 140,000 compounds, 0.81% hits; AID 1645851; in the data active means activity change below about -25%
Target sequence (Q92551 whole entry, looked up): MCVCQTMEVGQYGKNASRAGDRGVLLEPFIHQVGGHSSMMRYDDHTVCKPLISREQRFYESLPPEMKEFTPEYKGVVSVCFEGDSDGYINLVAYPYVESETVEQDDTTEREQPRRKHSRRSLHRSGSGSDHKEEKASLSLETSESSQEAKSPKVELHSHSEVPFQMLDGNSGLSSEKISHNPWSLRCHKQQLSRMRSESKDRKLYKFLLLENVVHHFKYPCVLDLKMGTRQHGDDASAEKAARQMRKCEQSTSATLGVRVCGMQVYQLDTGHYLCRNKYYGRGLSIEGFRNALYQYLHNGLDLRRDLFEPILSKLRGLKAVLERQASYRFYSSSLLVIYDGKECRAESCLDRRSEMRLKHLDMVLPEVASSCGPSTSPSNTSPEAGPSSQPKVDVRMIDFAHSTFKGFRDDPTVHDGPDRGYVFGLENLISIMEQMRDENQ
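ADP-Glo luminescence measures ADP made by human IP6K1 during a 2 h RT reaction with ATP/IP6 (mix at 1.3 mM/130 uM); top library doses 57.5 and 19.1 uM final.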
Luciferase inh – inhibitors of firefly (Photinus pyralis) luciferase | P08659 | purified P. pyralis luciferase, luminescence, biochemical | Potency, µM (titrated, usually from 115 µM), inactives show at the highest dose activity change, negative = inhibition, hits mostly inhibitors | 76,000 compounds, 2.5% hits | AID 1347043; further: potency means the concentration at half of the fitted maximal effect; nearly all actives have a fitted effect of over 65% in size
Target sequence (P08659 whole entry, looked up): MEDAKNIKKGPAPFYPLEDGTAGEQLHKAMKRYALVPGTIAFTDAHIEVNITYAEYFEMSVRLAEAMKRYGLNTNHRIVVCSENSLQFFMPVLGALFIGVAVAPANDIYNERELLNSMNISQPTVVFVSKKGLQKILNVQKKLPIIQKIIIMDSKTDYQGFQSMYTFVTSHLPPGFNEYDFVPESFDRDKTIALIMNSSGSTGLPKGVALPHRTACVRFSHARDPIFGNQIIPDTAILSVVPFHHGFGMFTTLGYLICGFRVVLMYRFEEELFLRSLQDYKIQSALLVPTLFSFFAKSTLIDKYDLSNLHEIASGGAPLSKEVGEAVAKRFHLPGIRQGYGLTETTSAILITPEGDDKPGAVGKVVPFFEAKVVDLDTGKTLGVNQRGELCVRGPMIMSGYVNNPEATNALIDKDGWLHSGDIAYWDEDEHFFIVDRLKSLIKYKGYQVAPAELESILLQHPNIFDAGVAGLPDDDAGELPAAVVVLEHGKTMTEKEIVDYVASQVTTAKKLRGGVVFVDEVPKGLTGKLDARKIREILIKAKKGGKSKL
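Luminescence read by CCD imager after adding enzyme (10nM final) to wells holding compound, titrated in qHTS. Substrates 10uM each D-luciferin and ATP; buffer 50mM Tris acetate pH 7.5, 10mM Mg acetate, Tween-20, BSA.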
HEK293 tox – HEK 293 cell cytotoxicity; 94,000 compounds, 6.6% hits; AID 1345083; Potency, µM (titrated, usually from 115 µM), inactives show at the highest dose activity change, negative = cytotoxicity, most hits filed as inhibitors; HEK 293 viability, ATP luminescence (CellTiter-Glo), 48-72 h; further: potency means the concentration at half of the fitted maximal effect; nearly all actives have a fitted effect of over 60% in size
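HEK 293 cells seeded at 250 cells/well were exposed to compound for 48 or 72 hr at 37 degree Celsius. Viability taken as ATP content by CellTiter-Glo luminescence.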
Active calls of the source: *; i = inactive; ? = inconclusive; / = not tested or not shown; & = joins results of further samples; [ ] = remark or other dose. Unless noted, the call rests on the fitted dose curve; in most records, active means well fitted curve in the direction sought with a large enough effect; inconclusive means small, poorly fitted or top-dose-only effect, or another doubt; inactive means no such curve, though single readings can be large; an effect the other way counts as inactive or inconclusive. Unless noted, on the % scale 0 is the no-effect control and ±100 the full control effect.

#1 CC(C)c1nc2c(c(-c3ccc(O)cc3)n1)CN(CC1CC1)CC2
#2 CCc1cc(N2CCOCC(O)(CN3CCCC3)C2)nc(N2CCCC2)n1 (stereo not given)
#3 COc1ccc(-n2[nH]c(=O)c3[nH]c4cc(Cl)ccc4c(=O)c3c2=O)c(C)c1
#4 O=C1NC(=NC2CCCCC2)C2(CCN([S+](=O)([O-])c3cccc(C(F)(F)F)c3)CC2)N1c1cccnc1
#5 O=C(C1CCCC1)N1CCc2nc(-c3ccccc3)nc(-c3ccc(Cl)cc3)c2C1
#6 Cc1cc(=O)n(CC(=O)Nc2cccc(C(C)C)c2)c(N2CCc3ccccc3C2)n1
#7 Cc1cc2c(cc1C(=O)N1CCC(O)(C(=O)O)CC1)OCCO2
#8 Cc1ccc(NC(=O)CSc2nc3c(c(=O)[nH]2)CN(Cc2ccc4c(c2)OCO4)CC3)cc1C
assay / entry	1	2	3	4	5	6	7	8
IP6K1 inh	-5	10	-5	3&-3	-5	26	9	1
NIH3T3 tox	-25%[138 µM]	?	/	2%	?	?	-14%	/
SNCA viab count	6%[87.6 µM]	?	-18%	-2%&3%	-1%	-8%	8%	2%
HEK293 tox	?	?	/	-3%	35µM*	?	-9%	/
Luciferase inh	2%[172 µM]	-6%	/	4%	-1%	-7%	-7%	/
SNCA expr inhib	4%[87.6 µM]	-10%	/	?	1%	2%	12%	8%
GPT2 inh	i	-11%	-16%	-3%&-1%	-3%	i	-1%	/

#9 O=S(=O)(NCC(c1cccs1)S(=O)(=O)c1ccccc1)c1ccc(F)c(C(F)(F)F)c1 (stereo not given)
#10 CN(C)C(=O)c1cc(-c2cccc(C(F)(F)F)c2)c2nncn2n1
#11 CCOC(=O)c1ccc(NC(=O)c2ccc3c(c2)CCN3S(=O)(=O)c2ccc(Cl)cc2)cc1
#12 Cc1ccsc1C(=O)NC1CCN(c2cc(-c3ccc(F)cc3)[nH]n2)C1 (stereo not given)
#13 COCC1CN(Cc2ccccc2F)CC12CCNCC2 (stereo not given)
#14 CCC(C)n1c(SCc2c(F)cccc2Cl)nc2ccsc2c1=O (stereo not given)
#15 COc1ccc(OC)c(CNc2ncnc3onc(-c4ccc(Cl)cc4)c23)c1
#16 O=C(Nc1ccc(Cl)cc1Cl)c1cc(S(=O)(=O)NCc2ccc3c(c2)OCO3)ccc1F
assay / entry	9	10	11	12	13	14	15	16
IP6K1 inh	-13	19	20	3	9	-8	1	53
NIH3T3 tox	/	i	/	?	-16%	/	/	/
SNCA viab count	-20%	1%	15%	-4%	-22%	-8%	-5%	10%
HEK293 tox	/	i	/	?	-13%	/	/	/
Luciferase inh	/	/	/	0%	-3%	/	/	/
SNCA expr inhib	?	36%[activator]	23%	1%	-24%	?	?	-6%
GPT2 inh	/	i	/	-25%	-9%	/	/	/

#17 Cc1sc2c(c1C)c(=O)n(-c1cccc(C(F)(F)F)c1)c(=O)n2Cc1ccc(F)cc1
#18 CN(Cc1cc(C[C@@H]2C[C@H](NS(C)(=O)=O)C2(C)C)no1)c1ccccc1
#19 O=C(c1nc2cccnc2n(C2CCCC2)c1=O)N1CCN(C(=O)C2CC2)CC1
#20 CC(C)c1noc(CC2CCN(C(=O)c3ccc(F)c(Cl)c3)CC2)n1
#21 CCNC(=O)O[C@@H]1CO[C@H]2[C@@H]1OC[C@@H]2n1cc(C(=O)OC)nn1
#22 CCc1ccc(NC(=O)C2CCN(C(=O)c3ncn4c3COC(c3ccc(F)cc3)C4)CC2)cc1 (stereo not given)
#23 COc1cc(F)cc(-c2cnc3[nH]cc(CC(=O)NCc4cccnc4)c3c2)c1
#24 O=C(C1CC1)N1CCC2(C1)C(=O)N(CCc1ccccc1)c1ccccc12 (stereo not given)
assay / entry	17	18	19	20	21	22	23	24
IP6K1 inh	13	8	0	-15	-10	2	-22	14&12
NIH3T3 tox	/	?	-12%	?	i	i	?	?
SNCA viab count	11%	-12%[87.6 µM]	-3%	-8%	4%[87.6 µM]	7%	2%[87.6 µM]	4%&-3%
HEK293 tox	/	?	i	?	i	-2%	?	?
Luciferase inh	/	-7%[172 µM]	/	8%	0%[172 µM]	?	0%[172 µM]	-1%&1%
SNCA expr inhib	-8%	-16%[87.6 µM]	0%	-17%	5%[87.6 µM]	-19%	-1%[87.6 µM]	?
GPT2 inh	/	i	-10%	-10%	-14%[88.5 µM]	-6%	i	3%

Arranged by SMILES length (lowest first): some entries from above
#13 COCC1CN(Cc2ccccc2F)CC12CCNCC2 (stereo not given)
#14 CCC(C)n1c(SCc2c(F)cccc2Cl)nc2ccsc2c1=O (stereo not given)
#15 COc1ccc(OC)c(CNc2ncnc3onc(-c4ccc(Cl)cc4)c23)c1
#12 Cc1ccsc1C(=O)NC1CCN(c2cc(-c3ccc(F)cc3)[nH]n2)C1 (stereo not given)
#19 O=C(c1nc2cccnc2n(C2CCCC2)c1=O)N1CCN(C(=O)C2CC2)CC1
#18 CN(Cc1cc(C[C@@H]2C[C@H](NS(C)(=O)=O)C2(C)C)no1)c1ccccc1
#21 CCNC(=O)O[C@@H]1CO[C@H]2[C@@H]1OC[C@@H]2n1cc(C(=O)OC)nn1
#16 O=C(Nc1ccc(Cl)cc1Cl)c1cc(S(=O)(=O)NCc2ccc3c(c2)OCO3)ccc1F
#17 Cc1sc2c(c1C)c(=O)n(-c1cccc(C(F)(F)F)c1)c(=O)n2Cc1ccc(F)cc1
#22 CCc1ccc(NC(=O)C2CCN(C(=O)c3ncn4c3COC(c3ccc(F)cc3)C4)CC2)cc1 (stereo not given)
assay / entry	13	14	15	12	19	18	21	16	17	22
IP6K1 inh	9	-8	1	3	0	8	-10	53	13	2
NIH3T3 tox	-16%	/	/	?	-12%	?	i	/	/	i
SNCA viab count	-22%	-8%	-5%	-4%	-3%	-12%[87.6 µM]	4%[87.6 µM]	10%	11%	7%
HEK293 tox	-13%	/	/	?	i	?	i	/	/	-2%
Luciferase inh	-3%	/	/	0%	/	-7%[172 µM]	0%[172 µM]	/	/	?
SNCA expr inhib	-24%	?	?	1%	0%	-16%[87.6 µM]	5%[87.6 µM]	-6%	-8%	-19%
GPT2 inh	-9%	/	/	-25%	-10%	i	-14%[88.5 µM]	/	/	-6%

Remaining list, next part.
#25 CC(=O)OCC1(O)CCC2C(COC3OC(CO)C(O)C(O)C3OC(=O)/C=C/c3ccc(O)cc3)=COC(OC(=O)CC(C)C)C21 (stereo not given)
#26 Cc1ccc(-n2c(C3CCN(C(=O)Cc4cccc(F)c4)CC3)n[nH]c2=O)cc1
#27 O=C(Cn1c(=O)oc2cc(S(=O)(=O)N3CCCC3)ccc21)NCc1ccc(F)cc1
#28 COc1ccccc1NC(=O)C1=C(C)Nc2nc(SCc3ccccc3)nn2C1c1cccc(O)c1 (stereo not given)
#29 O=C(Nc1nc2ccc(F)cc2s1)c1nc(S(=O)(=O)Cc2ccccc2F)ncc1Cl
#30 O=C1CC(c2ccccc2)N(C(=O)CNC(=O)NCc2ccc(F)cc2)CCCCCN1 (stereo not given)
#31 C[N+](C)(C)CCOC(N)=O
#32 O[C@@H]1C[C@@H](c2nc(C3CC3)no2)N(Cc2cccs2)C1
assay / entry	25	26	27	28	29	30	31	32
IP6K1 inh	0	17	4	25	-40*	3	9	-3
NIH3T3 tox	/	10µM*	/	/	/	-7%	/	i
SNCA viab count	-12%[23.9 µM]	3%	4%	-27%	?	2%	5%	-4%[87.6 µM]
HEK293 tox	/	-1%	/	/	/	-15%	/	i
Luciferase inh	/	8%	/	/	/	6%	/	8%[230 µM]
SNCA expr inhib	/	5%	38%[activator]	?	?	-18%	-8%	28%[87.6 µM]
GPT2 inh	-2%[17.1 µM]	3%	/	/	/	i	-3%	i

#33 COCCNc1ncc(C(=O)O)c(-c2cc(F)cc(F)c2)n1
#34 O=C(CN1C(=O)C2(CCCCC2)C1c1ccccc1)NCCc1c[nH]c2ccccc12 (stereo not given)
#35 Cc1ccc(NC(=O)c2cc3c(N4CCCC4)nc(C)cn3n2)cc1
#36 CCOC(=O)N1CCC(Oc2cnc3c(ccn3-c3cncnc3)c2)CC1
#37 O=C1CCN(S(=O)(=O)c2ccccc2)CCCC(C(=O)NCc2ccccc2)CCN1 (stereo not given)
#38 C=C(C(=O)O)C1CCC2(C)CCCC(C)(O)C2C1 (stereo not given)
#39 CCCOc1nccnc1NC1CCN(C(=O)c2cccnc2)CC1
#40 CCC(C)n1cnc2cccnc21 (stereo not given)
assay / entry	33	34	35	36	37	38	39	40
IP6K1 inh	-10	-15	0	-3	-8	-7	-5	0
NIH3T3 tox	-9%	?	-21%	10µM*	-14%	/	-1%	i
SNCA viab count	5%	-8%	13%	-2%[87.6 µM]	5%	-1%	3%	6%[87.6 µM]
HEK293 tox	-10%	?	1%	-23%[172 µM]	-6%	/	-5%	-8%[230 µM]
Luciferase inh	-1%	/	0%	-4%[172 µM]	11%	/	8%	-5%[230 µM]
SNCA expr inhib	-29%	-28%	2%	0%[87.6 µM]	-23%	/	14%	-9%[87.6 µM]
GPT2 inh	i	-9%	i	2%[88.5 µM]	i	2%	i	i

#41 Cc1nnnn1CCCN1CCc2onc(-c3ccc(C(F)(F)F)cc3)c2C1
#42 Cc1nn(C)c(C)c1CCN(C)C(=O)[C@H]1CN(Cc2ccccc2)C[C@H]1C(=O)O
#43 CNC(=O)c1cc(C2CC2)nc2c1c(C1CCN(C(=O)C(C)C)C1)nn2C (stereo not given)
#44 Cc1ccccc1Cn1ccn(-c2ccc(F)c(F)c2)c(=O)c1=O
#45 CC1CCN(c2nc(-c3ccc(Br)cc3)nc3ccccc23)CC1
#46 Cn1cnc2cc(-c3cccc4[nH]ncc34)cc(C(=O)NCc3cccnc3)c21
#47 Cn1nccc1CN1CCn2c(nnc2-c2ccccc2)C1
#48 Cc1nn2c(c1-c1ccccc1Oc1ccccc1)N(C(=O)Cc1ccc3c(c1)OCO3)CCC2
#49 COc1cccc(C(=O)N2CCOc3ccc(CN4CCCCC4)cc3C2)c1
assay / entry	41	42	43	44	45	46	47	48	49
IP6K1 inh	5	5	2	3	7	-3	-5	23	-8
NIH3T3 tox	-28%	-5%	-15%	/	/	?	2%[138 µM]	?	-16%
SNCA viab count	?	-18%	/	2%	2%	-7%[87.6 µM]	-11%[87.6 µM]	-3%	7%
HEK293 tox	?	-5%	-22%	/	/	?	i	?	-4%
Luciferase inh	-16%	-3%	/	/	/	?	/	-4%	-7%
SNCA expr inhib	-4%	16%	/	?	-25%	-5%[87.6 µM]	39%[activator][87.6 µM]	-28%	1%
GPT2 inh	?	i	/	/	/	i	-19%[88.5 µM]	-17%	-6%

A portion of the library, so the mix of outcomes need not match the whole.
